High-throughput results (PubChem)
RT RNaseH block – HIV-1 RT RNase H inhibitors, primary screen, biochemical, fluorescence; Gag-Pol polyprotein (Human immunodeficiency virus type 1 group M subtype B (isolate …; RT-RNase H RNA/DNA duplex cleavage; inhibition, % at 10 µM; 65,000 tested, 1.9% active; AID 565, 2006; in the data active = inhibition above about 50%
RmlCD inh mix – RmlC and RmlD coupled enzyme inhibitors, primary screen, biochemical, 384-well, compound mixtures, retest; RmlC/RmlD coupled enzyme inhibition, 384-well mixture HTS; inhibition, % at 5.5 µM; 110,000 tested, 0.39% active; AID 1532, 2009; in the data active = inhibition above about 30%, passing the limit was not always enough; inconclusive = no clear call, values can overlap the other calls; note: strong numbers were not always called active
* = called active by the depositor; ? = inconclusive; / = not tested or not shown. Not all compounds are listed, so the mix of outcomes need not match the whole.

Every second line gives: RT RNaseH block	RmlCD inh mix
COc1ccc(C2SCC(=O)Nc3c2c(C)nn3C2CCOC(C)(C)C2)cc1 (centres undefined)
 : /	23
NC(=O)NC(c1ccccc1)c1cccc2ccccc12 (centres undefined)
 : /	5
Clc1ccc(-c2nnc3n2CCCS3)cc1
 : /	-12
O=[N+]([O-])c1cc(F)c(N2CCOCC2)cc1N1CCCCC1
 : /	-1
CCOC(=O)NC(Nc1ccc(S(N)(=O)=O)cc1)(C(=O)OCC)C(F)(F)F (centres undefined)
 : -10	-1
Clc1ccc2nc(-c3ccccc3)c(CN3CCOCC3)n2c1
 : /	-7
Clc1ccc(C(c2nnnn2C2CCCCC2)N(Cc2cccnc2)Cc2ccco2)cc1 (centres undefined)
 : 9	4
Nc1ccccc1CNc1nc(NCCO)nc2c1ncn2CCN1CCOCC1
 : /	9
COc1ccccc1-c1noc(CCC(=O)Nc2ccccc2Cl)n1
 : 8	7
COC(=O)Cn1ncn2cccc2c1=O
 : 3	16
COc1ccc(CN2C(=O)c3ccccc3C(/C=N\OCc3ccc(F)cc3)C2=O)cc1 (centres undefined)
 : /	3
O=S(=O)(Cc1ccccc1)N1CCCCC1
 : /	-10
O=C(CC1SCCNC1=O)Nc1cc(Cl)cc(Cl)c1 (centres undefined)
 : -3	6
O=C(Nc1ccc(Cl)cn1)c1ccc(-c2ccc(Cl)c(Cl)c2)o1
 : /	-62
COc1ccc(OC2C(=O)N(Cc3ccc(F)cc3)C2c2ccc(OC)c(OC)c2)cc1 (centres undefined)
 : /	5
O=S(=O)(Nc1ccc2c(c1)oc1ccccc12)N1CCCC1
 : -5	-36
COc1ccc(CC(=O)Nc2ccc(-c3nnc(-c4ccccc4)o3)cc2)cc1OC
 : 6	-18
C#CCOCCOCCOCCNc1nc(N2CCN(C(=O)Cn3cc(CCCCN)nn3)CC2)nc(N2CCN(C(=O)Cn3cc(CC(C)O)nn3)CC2)n1 (centres undefined)
 : /	-8
CCCCCC(=O)Nc1cccc(C2=NOC3(C2)C[C@@H](C(N)=O)N(C(=O)CC(c2ccccc2)c2ccccc2)C3)c1 (some centres undefined)
 : /	10
COc1cc(-n2cnnn2)ccc1S(=O)(=O)N1CCOCC1
 : -6	-13
O=C(Cc1nc(=O)c2ccccc2s1)Nc1ccccc1
 : /	-8
Cc1cn(S(=O)(=O)c2ccc(Br)c3ccccc23)cn1
 : -20	-14
CCOC(=O)c1[nH]cnc1C(=O)NC1CCCCC1
 : -3	8
Cc1nnc(Nc2ccc(C(=O)NCCO)cc2)c2ccccc12
 : -5	-9
O=c1c(=NNc2ccccc2Cl)c(=O)c2ccccc12
 : /	-9
COc1ccccc1CN1C(=O)[C@H]2Cc3c([nH]c4ccccc34)C(C)(C)N2C1=O
 : /	-13
CCCOc1ccc(-c2nnc(N)s2)cc1
 : -7	13
CCCCC(C(=O)OCC(=O)c1ccc(OC)cc1)N1C(=O)c2ccccc2C1=O (centres undefined)
 : /	-7
Nn1c(SCC(=O)Nc2ccc3c(c2)OCO3)nnc1-c1cccc(Cl)c1
 : /	5
Cc1ccc(C)c(SCC(=O)NCc2ccco2)c1
 : /	-8

Reprinted at random: 5 records from the list
Every second line gives: RT RNaseH block	RmlCD inh mix
O=c1c(=NNc2ccccc2Cl)c(=O)c2ccccc12
 : /	-9
COc1ccccc1CN1C(=O)[C@H]2Cc3c([nH]c4ccccc34)C(C)(C)N2C1=O
 : /	-13
CCCOc1ccc(-c2nnc(N)s2)cc1
 : -7	13
Cc1nnc(Nc2ccc(C(=O)NCCO)cc2)c2ccccc12
 : -5	-9
O=C(Cc1nc(=O)c2ccccc2s1)Nc1ccccc1
 : /	-8

(further entries)
Every second line gives: RT RNaseH block	RmlCD inh mix
CCC(=NCCCN(C)C)c1c(O)n(-c2ccc(OC)cc2)c(=O)[nH]c1=O
 : -1	-14
Cc1c(NC(=O)CN2CCN(C(=O)c3ccco3)CC2)c(=O)n(-c2ccccc2)n1C
 : /	-13
COc1cc2cnncc2cc1OC
 : /	3
Cc1cccc(NS(=O)(=O)c2ccc(C3CCCCC3)cc2)n1
 : /	8
CC(C)Cn1cc(C(=O)NCCCOC(C)C)c2c3ccccc3n(C)c2c1=O
 : /	13
Cn1c(CSc2ccccc2)c(C#N)c2ccccc21
 : -32	-6
Cc1ccc(N=Cc2c(O)n(-c3cc(Cl)ccc3N3CCOCC3)c(=O)c3ccccc23)cc1C
 : /	-14
Cc1ccc2nc(NC(=O)CN(C)S(=O)(=O)c3cccc4nsnc34)sc2c1
 : 51*	-14
CCC(=O)c1cc2c(C)cc(=O)oc2c(C)c1O
 : -4	12
CSc1nc(O)c(C2OC(=O)c3ccccc32)c(=O)[nH]1 (centres undefined)
 : 0	-58
CCN(CC)CCC(c1cc(OC)c(OC)c(OC)c1)c1c(O)cc(OC)cc1OC (centres undefined)
 : /	-53
CCOC(=O)C1=C(C)N=C2SC(C(=O)OC)=CC(=O)N2C1c1cccc(OC)c1 (centres undefined)
 : /	7
CCN(CC)S(=O)(=O)c1cc(C(=O)Nc2ccc(Cl)cn2)ccc1C
 : -5	-9
CN(C)S(=O)(=O)N1CCN(C(=O)c2ccccc2)CC1
 : /	4
COc1ccccc1OCC(=O)NCC1CCCCC1
 : -7	-8
COC(=O)c1c(N)c2ccccc2[nH]c1=O
 : -7	8
CC(C)c1cc(C(=O)Nc2cc(Br)ccc2O)no1
 : /	9
COc1ccc(-c2nc(CC(=O)O)cs2)cc1OC
 : /	1
COC(=O)C1=C(NC(=O)c2cccc(C)c2)CCS1
 : -7	/
Cc1ccc(C(C)C)c(OC(=O)/C=C/c2ccccc2)c1
 : /	-4

The list goes on; it opens with the 2 that closed the last part.
Every second line gives: RT RNaseH block	RmlCD inh mix
COC(=O)C1=C(NC(=O)c2cccc(C)c2)CCS1
 : -7	/
Cc1ccc(C(C)C)c(OC(=O)/C=C/c2ccccc2)c1
 : /	-4
COC(=O)c1sccc1NC(=O)c1cc(C)on1
 : 0	/
COc1ccc(OCCOC(=O)c2cccs2)cc1
 : -39	11
Cc1cc(C)n(-c2ccc(OCC(=O)O)nn2)n1
 : -3	5
O=c1[nH]c2ccc(Cl)cc2c(-c2ccccc2)c1CN1CCOCC1
 : -1	-8
Fc1ccc(CN2CCCCCCC2)c(F)c1
 : -5	?
CN1CCN(C2CC(=O)N(c3ccc4c(c3)OCCO4)C2=O)CC1 (centres undefined)
 : /	47
COc1ccc(N(CC(=O)Nc2ccc3c(c2)OCO3)S(C)(=O)=O)c(OC)c1
 : 0	10
CCS(=O)(=O)c1ccc(O)c(NC(=O)Nc2ccccc2)c1
 : -2	?
CN1c2ccccc2C(C)(C)C12C=Nc1c(ccc3ccccc13)O2 (centres undefined)
 : /	-4
Cc1nc(C2CCCCC2)c(-c2ccccc2)c(N2CCOC2=O)c1C
 : /	28
CCn1c(SCC(=O)NC(C)(C)C)nnc1-c1ccccn1
 : /	-16
O=c1c2ccccc2nc(-c2ccccc2)n1Cc1ccc(Cl)cc1
 : /	3
CCC(C)(NC(=O)c1ccccn1)C(=O)NC1CCCCC1 (centres undefined)
 : -43	12
COC(=O)Cn1c2c(c3cc(C)ccc31)CCCC2
 : 0	0
CC(C)OC(=O)c1cn(-c2ccccc2)nc1-c1ccco1
 : 49	-5
O=C(O)C1C2C=CC(O2)C1C(=O)Nc1ccc(S(=O)(=O)N2CCc3ccccc32)cc1 (centres undefined)
 : -14	5
CCOc1c(C(N)=O)c(-c2ccccc2)c2c(=O)[nH]c3ccccc3n12
 : 5	-175
CN(C)c1cc[nH]c(=O)c1C#N
 : /	-13
O=C(Cn1cnc2c(nnn2Cc2ccc(Cl)cc2)c1=O)OCc1ccccc1
 : -6	7
CC1(C)C2(C#N)C(N)=NC3(OCCO3)C12C#N (centres undefined)
 : /	-6
O=C(O)c1ccc(CSc2ncn[nH]2)cc1
 : -5	9
C[C@@H](O)[C@H]1C(=O)N2C(C(=O)O)=C(S[C@@H]3CN[C@H](C(=O)N(C)C)C3)[C@H](C)[C@H]12
 : /	-15
COC(=O)NC1CSCC1OC(=O)CN1C(=O)c2ccccc2C1=O (centres undefined)
 : -12	7
Cc1cc(NC(=O)CSc2nc(-c3ccccc3)cs2)no1
 : -20	16
Cc1cccc(C)c1OC(=O)CN(c1ccc(Cl)cc1)S(C)(=O)=O
 : /	-11
C1CN(c2nc3nonc3nc2N2CCOCC2)CCO1
 : 0	-19
COc1ccccc1NC(=O)CSc1ncn(-c2ccccc2)n1
 : /	-23
COc1ccc(-c2noc(CCC(=O)NC3CCCCC3)n2)cc1OC
 : -1	-43
CC(=O)c1ccc(NC(=O)Nc2ccc(Cl)cc2)cc1
 : /	2
CCOC(=O)C1CCN(C(=O)CSC2=NCCS2)CC1
 : -11	/
COCOc1ccc(/C=C/C(=O)c2c(OCOC)cc(OCOC)c(CC=C(C)C)c2O)cc1OCOC
 : /	-8
COc1ccc(OCC(=O)c2c(O)c3ccccc3oc2=O)cc1
 : 9	0
O=C(Nc1ccc(Cl)c(Cl)c1)C1=Cc2ccccc2OC1
 : /	-10
CCCn1c(N)c(C(=O)CSc2nnc(C)n2Cc2ccccc2)c(=O)n(C)c1=O
 : /	-8
CCOC(=O)c1cnn(-c2ccc(C)cc2)c1N
 : /	4
O=C(CSc1nnc(-c2ccccc2NC(=O)c2ccccc2)o1)OC1CCCCC1
 : /	1
COc1ccc(-c2cc(C(=O)Nc3cc(OC)c(OC)c(OC)c3)no2)cc1OC
 : 80*	-7
COc1cccc(C(=O)Nc2nc3ccccc3[nH]2)c1
 : /	-1
CCOc1cc2[nH]c(=S)n(CCOC)c(=O)c2cc1OCC
 : -1	8
Cc1cccc(CN2CCC(CNC(=O)C3CCCN(S(=O)(=O)c4cnc[nH]4)C3)CC2)c1 (centres undefined)
 : -3	-10
CCN1CCCC1CNC(=O)CSCc1nc(-c2ccccc2C)oc1C (centres undefined)
 : 2	-13
COC(CNC(=O)c1ccc2c(c1)nc(C)n2-c1cccc(F)c1)OC
 : /	0
O=C(O)CN1C(=O)SC(Nc2ccc(C(=O)O)cc2)C1=O (centres undefined)
 : /	-5
COc1ccccc1/C=N/n1c(C)nnc1-n1nc(C)cc1C
 : /	-12
CCn1c(CNC(=O)c2cccs2)nnc1SCC(=O)NCCc1ccccc1
 : -4	7
CCOC(=O)c1sc(-c2ccc(Br)cc2)cc1N
 : /	4
O=C(O)c1ccccc1OCCOCCOc1ccccc1C(=O)O
 : -12	37
Cc1ccc(C2C(S(C)(=O)=O)=C(O)C(=O)N2c2ccccc2)cc1 (centres undefined) (tested in a mixture with another compound)
 : -13	5
CCC(=O)N1C(C(=O)N2CCCC2)CSC1c1ccc(OC)cc1 (centres undefined)
 : -8	/
COc1ccccc1C1/C(=C(/O)c2ccccc2)C(=O)C(=O)N1CC(C)C (centres undefined)
 : 2	-8

Further entries:
Every second line gives: RT RNaseH block	RmlCD inh mix
COC(=O)CCC(=O)OC1(C)C(=O)C=C2C=C(C3CC3)N(CCCCO)C=C2C1=O (centres undefined)
 : /	6
COc1ccc(Nc2nc(CC(C)=O)ns2)cc1OC
 : -14	-10
CCN(CC)CCNC(=O)c1c(O)c2ccccc2n(Cc2ccccc2)c1=O
 : /	-15
CC(=O)NC1CC2CCC(C1)N2Cc1ccc(C)cc1 (centres undefined)
 : -1	-11
Cc1nc(C)c(-c2csc(Nc3cccnc3)n2)s1
 : -23	6
CCOC(=O)N1CCC(N2Cc3cccc(C(=O)NCC4CCN(CC(C)C)C4)c3C2=O)CC1 (centres undefined)
 : 16	8
Cc1nc(Nc2ccc3c(c2)OCCO3)c2nnn(Cc3ccccc3Cl)c2n1
 : 2	7
CC1=C(C(=O)OCc2ccccc2)C(c2ccccc2OS(=O)(=O)c2ccc(C)cc2)NC(=O)N1CCCC(=O)O (centres undefined)
 : /	11
Cc1ccc(OCC(=O)NCc2ccco2)cc1C
 : -9	6
c1ccc2c(c1)nc(N1CCOCC1)c1c3ccccc3[nH]c21
 : -1	-18
CC12CC(NC(=O)N1Cc1ccccc1)c1ccccc1O2 (centres undefined)
 : -7	?
Cn1c(=O)c2c(nc(Br)n2CCSc2ncccn2)n(C)c1=O
 : -14	5
CCn1c(=O)c(C(=O)Nc2ccccc2C)c(O)c2ccccc21
 : /	-1
C[C@@H]1NC(=O)c2cc([N+](=O)[O-])cc(I)c2OCC[C@@H](C(=O)NC(CC(=O)O)C(N)=O)NC(=O)[C@H](CCC(=O)O)NC1=O (some centres undefined)
 : /	-12
O=c1cc(CN2CCN(c3ccccc3)CC2)c2cc(O)c(-c3ccccc3)cc2o1
 : 73*	4
Cc1c(CN2CCC(C)CC2)c(=O)n(-c2ccccc2)n1C
 : -1	-18
CCOC(=O)c1c(NC(=O)Nc2ccccc2)sc(C)c1C
 : /	7
O=C1C=C(Nc2ccccc2)C(=O)c2ccccc21
 : /	6
CCN(CC)CCNc1nc2c(c(=O)[nH]c(=O)n2C)n1CC(O)COc1ccc(Cl)cc1Cl (centres undefined)
 : 0	5
Cc1cc(=O)[nH]c(N2CCc3ccccc3C2)n1
 : /	-16
COc1ccc(C2(C(=O)O)CCCC2)cc1
 : -8	8
CC1CN(C(=O)c2ccccc2)OC(c2ccc3c(c2)OCO3)O1 (centres undefined)
 : 5	9
Cc1ccc(-c2nnc(CSc3nncn3N)o2)cc1
 : -3	3
Clc1cccc(N2CCN(Cc3nnc(-c4ccccc4)o3)CC2)c1
 : /	-213
CCOc1ccccc1N/C=C/C(=O)C(C)(C)C
 : 1	-132
CCC(=NCc1ccco1)c1c(O)n(C2CCCCC2)c(=O)[nH]c1=O
 : -2	-14
